Compound activity: PubChem, Sanford-Burnham Center for Chemical Genomics
human PMI inhibition – MPI enzyme activity inhibition – biochemical, fluorescence intensity, coupled assay, primary screen (AID 1209) | purified PMI enzyme, coupled fluorescence intensity; higher % means a stronger effect | one-dose inhibition, % at 20 µM; IC50 in µM for titrated hits | 190,000 tested, 0.42% active;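 further: plate controls were DMSO vehicle for no effect and wells lacking substrate for full effect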
KOR beta-arrestin-1 – KOR antagonists, beta-arrestin recruitment, cell-based, luminescence, uHTS (AID 1778) | inhibition, % at 10 µM; hits with a dose series show IC50 in µM | KOR beta-arrestin recruitment, luminescence, antagonist mode; higher % means a stronger effect | 290,000 tested, 0.091% active; further: strong numbers were not always called active
HEK293 NOD2/NF-kB – NOD2 signaling inhibitors, cell-based, luminescence, uHTS, HEK293 (AID 1566). 290,000 tested, 0.63% active. one-dose inhibition, % at 4 µM; EC50 in µM for titrated hits. HEK293 NOD2/NF-kB luciferase reporter, luminescence; higher % means a stronger effect; further: many of its hits are not listed in these tables
human PMI inhibitors – MPI inhibition at elevated mannose 6-phosphate – biochemical, fluorescence intensity, high mannose 6-phosphate, primary screen (AID 1220) | recombinant PMI enzyme, coupled fluorescence intensity; higher % means a stronger effect | inhibition, % at 20 µM, or IC50 in µM where a hit was titrated | 190,000 tested, 0.66% active
NOD1 inhibition – inhibition of NOD1-driven NF-kB reporter – cell-based, luminescence, uHTS, primary screen (AID 1578); NOD1-driven NF-kB luciferase reporter cells, luminescence; higher % means a stronger effect; inhibition, % at 4 µM; hits with a dose series show EC50 in µM; 290,000 tested, 1% active; in the data active means inhibition mostly above about 36%, no sharp cut-off; inactive means mostly below about 34%;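 further: HEK-293T reporter cells stimulated with the NOD1 agonist gamma-tri-DAP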
XIAP displacement – XIAP antagonists, biochemical, IAP family, fluorescence polarization (AID 1018). XIAP BIR domain, fluorescence polarization peptide displacement; higher % means a stronger effect. one-dose displacement, % at 20 µM; IC50 in µM for titrated hits. 200,000 tested, 0.007% active; in the data active means displacement above about 50%; further: a part of the inactive calls stands beside numbers as strong as those of hits
LYP phosphatase – inhibitors of LYP phosphatase, biochemical, fluorescence intensity, uHTS (AID 1779); recombinant LYP phosphatase, fluorescence intensity; higher % means a stronger effect; one-dose inhibition, % at 11.5 µM; IC50 in µM for titrated hits; 290,000 tested, 0.054% active;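 further: plate controls were vehicle with enzyme for no effect and no enzyme for full effect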
TNAP activators – stimulation of alkaline phosphatase TNAP activity – biochemical, luminescent, no phosphate acceptor, uHTS, primary screen (AID 1001); purified TNAP, luminescent activation assay, no phosphate acceptor; higher activation fold means a stronger effect; one-dose activation fold at 20 µM; EC50 in µM for titrated hits; 200,000 tested, 0.03% active; in the data active means activation fold from about 3, or a potency from the dose series; inactive means the rest, 99 in 100 with activation fold below about 1.6; further: many of its hits are not listed in these tables
KOR beta-arrestin-2 – kappa opioid receptor activators – cell-based, luminescence, uHTS, primary screen (AID 1777); activation, % at 10 µM; hits with a dose series show EC50 in µM; 280,000 tested, 0.02% active; KOR beta-arrestin recruitment, luminescence; higher % means a stronger effect; in the data active means activation above about 50%, passing the limit was not always enough; further: a part of the inactive calls stands beside numbers as strong as those of hits
* hit, by the source's call; . = no result given; [ ] = another dose, or the depositor's remark. Unless noted, no stated cut-off is given here; in the data, active means inhibition above about 50%; inactive means the rest.

SMILES	human PMI inhibition	KOR beta-arrestin-1	HEK293 NOD2/NF-kB	human PMI inhibitors	NOD1 inhibition	XIAP displacement	LYP phosphatase	TNAP activators	KOR beta-arrestin-2
CCOC(=O)CC1C(=O)NCCN1c1nc2c(C)cccn2c(=O)c1/C=C1\SC(=S)N(CC(C)C)C1=O (stereo not given)	.	-1%	52%*	.	32%*	.	9%	.	.
CN(C)C(C)(C)C#CCC(c1ccccc1)c1ccccc1	3%	-46%	9%	-5%	-10%	-11%	-8%	1.3	0.2%
COc1ccc(C(=O)NCc2nnc(SCC(=O)NCc3ccco3)o2)cc1	.	-14%	-13%	.	-11%	.	-2%	.	-0.8%
O=C(CCCCCNC(=O)c1ccccc1)N/N=C/c1ccc(F)cc1	15%	-10%	6%	7%	-39%	-4.9%	-7%	1.1	-4.8%
O=C(O)c1cc(-c2ccco2)nc2ccccc12	13%	-8%	2%	21%	-14%	-0.2%	4%	1.1	0.8%
C[C@@H]1NC(=O)N(CCCn2ccnc2)C1=O	.	4%	7%	.	0%	.	-9%	.	2.7%
O=C(Nc1ccc(Cl)cc1)N1CCCN(Cc2ccc(F)cc2)C1	22%	-5%	-13%	19%	-24%	-22%	-10%	1.1	73%
CS(=O)(=O)N(CC(=O)NC1CCCCC1)c1cccc(Cl)c1	10%	-4%	0%	10%	10%	-3.1%	2%	1	-3.6%
CC(=O)Cc1nsc(NC(=O)c2ccco2)n1	10%	-1%	-6%	8%	-19%	-1.7%	-7%	1.1	-3.4%
CC(=O)Nc1ccc(Nc2ncnc3c2nnn3Cc2ccccc2Cl)cc1	.	-12%	20%	.	2%	.	0%	.	3.4%
C=CCSC1=N/C(=C\c2cc(OCC)c(OC(C)=O)c([N+](=O)[O-])c2)C(=O)S1	32%	3%	10%	39%	3%	-7.3%	-5%	1	17%
COc1ccc(NC(=O)CSc2nc3n[nH]c(C)c3c(=N)n2-c2ccc(Cl)c(C)c2)cc1OC	.	23%	43%	.	-4%	.	-8%	.	-0.2%
O=C(O)c1[nH]c2ccccc2c1C(c1ccccc1)c1c(C(=O)O)[nH]c2ccccc12	.	-58%[20 µM]	-3%	.	-12%	.	-11%	.	-2.1%
COc1nc2ccccc2c(=O)n1OCC(C)C	2%	40%	20%	2%	-5%	-5.2%	-10%	1	-5.2%
O=C(c1cc([N+](=O)[O-])cc([N+](=O)[O-])c1)N1CCCc2ccccc21	7%	-2%[20 µM]	-8%	16%	-7%	1.5%	-10%	1.1	-2.1%
O=C(Cc1c(Cl)cccc1Cl)Nc1ccncc1	.	17%	-1%	.	-28%	.	-3%	.	-1.3%
CC(NC(=O)CCCc1nnc2n(C)c(=O)c3sccc3n12)c1ccccc1 (stereo not given)	.	-44%	20%	.	-18%	.	-10%	.	4.9%
O=C(COc1cccc2c1CCN(Cc1ccccc1)C2=O)NCc1ccco1	-2%	-11%	-8%	-6%	-3%	-5.3%	-5%	1.1	-5.5%
COc1nc(C)cc(C)c1S(=O)(=O)c1ccc(Cl)cc1	.	8%	8%	.	4%	.	-6%	.	0.7%
Cc1ccc(NC(=O)CC2C(=O)OCC3CCCCN32)cc1Cl (stereo not given)	-16%	2%	10%	-11%	-24%	-6.6%	-4%	1.2	5.1%
COC(=O)c1ccc(NS(=O)(=O)c2cc(-c3cc(C)no3)ccc2OC)cc1	.	-27%	-7%	.	-17%	.	-9%	.	-4.6%
Fc1ccc(OCc2nn[nH]n2)c(F)c1	.	-63%	-4%	.	-9%	.	-9%	.	4.9%
Cc1c(C(=O)N2CCCCC2)c(S(=O)(=O)N2CCN(c3ccc(F)cc3)CC2)c(C)n1C	.	-19%	11%	.	20%	.	-10%	.	-2.9%
COc1ccc(Cl)cc1NC(=O)N(C)Cc1c(C)nn(C)c1C	2%	8%	8%	4%	-25%	3.3%	3%	1.1	0.3%

4 entries from above in another layout.
COC(=O)c1ccc(NS(=O)(=O)c2cc(-c3cc(C)no3)ccc2OC)cc1
  human PMI inhibition: .	KOR beta-arrestin-1: -27%	HEK293 NOD2/NF-kB: -7%	human PMI inhibitors: .	NOD1 inhibition: -17%	XIAP displacement: .	LYP phosphatase: -9%	TNAP activators: .	KOR beta-arrestin-2: -4.6%

O=C(COc1cccc2c1CCN(Cc1ccccc1)C2=O)NCc1ccco1
  human PMI inhibition: -2%	KOR beta-arrestin-1: -11%	HEK293 NOD2/NF-kB: -8%	human PMI inhibitors: -6%	NOD1 inhibition: -3%	XIAP displacement: -5.3%	LYP phosphatase: -5%	TNAP activators: 1.1	KOR beta-arrestin-2: -5.5%

COc1nc(C)cc(C)c1S(=O)(=O)c1ccc(Cl)cc1
  human PMI inhibition: .	KOR beta-arrestin-1: 8%	HEK293 NOD2/NF-kB: 8%	human PMI inhibitors: .	NOD1 inhibition: 4%	XIAP displacement: .	LYP phosphatase: -6%	TNAP activators: .	KOR beta-arrestin-2: 0.7%

Cc1ccc(NC(=O)CC2C(=O)OCC3CCCCN32)cc1Cl (stereo not given)
  human PMI inhibition: -16%	KOR beta-arrestin-1: 2%	HEK293 NOD2/NF-kB: 10%	human PMI inhibitors: -11%	NOD1 inhibition: -24%	XIAP displacement: -6.6%	LYP phosphatase: -4%	TNAP activators: 1.2	KOR beta-arrestin-2: 5.1%

Other structures follow:
SMILES	human PMI inhibition	KOR beta-arrestin-1	HEK293 NOD2/NF-kB	human PMI inhibitors	NOD1 inhibition	XIAP displacement	LYP phosphatase	TNAP activators	KOR beta-arrestin-2
O=C(CNCC1CCCO1)Nc1ccc([N+](=O)[O-])cc1C(=O)Nc1ccccc1F (stereo not given)	-4%	-11%	13%	-2%	-15%	-4.7%	-3%	1.1	-2.1%
Cc1sc2nc3c(C(=O)N4CCN(c5ccccn5)CC4)cccn3c(=O)c2c1C	5%	-30%	3%	10%	-14%	-1.6%	1%	1.2	2.6%
COc1ccccc1CN1CC(C(=O)NC2CCCCC2)CC1=O (stereo not given)	-2%	20%	15%	7%	8%	-5.1%	-6%	1	-1.6%
Cc1cc(C(=O)NC(C)C2CCCO2)cs1 (stereo not given)	4%	4%	4%	2%	-1%	-5.4%	3%	1.1	2.6%
Cc1ccc(NC(=O)NCC2CCN(Cc3cc(C)ccc3Cl)CC2)c(C)c1	0%	-10%	5%	-4%	-28%	-6.9%	-6%	2	-2.4%
O=C(NCCc1ccccc1)c1c(F)c(F)c(F)c(F)c1F	-3%	28%	-9%	5%	-2%	-5.4%	-3%	1.1	-1.9%
COc1ccc(-c2noc(N3CCC(C(=O)Nc4ccc(F)cc4F)CC3)n2)cc1	.	14%[20 µM]	21%	.	9%	.	-8%	.	-4.0%
Cc1[nH]c(=O)[nH]c(=O)c1S(=O)(=O)N1c2ccc(F)cc2CCC1C (stereo not given)	2%	-1%	-5%	3%	3%	-0.2%	-2%	1.1	0.0%
Brc1ccccc1CN1CCC(Cc2ccccc2)CC1	.	-9%[20 µM]	-15%	.	-5%	.	-7%	.	-5.3%
Cc1ccc(C2=NN=C(NC(=O)C(F)(F)F)SC2)cc1	.	-5%	9%	17%	-1%	-2.4%	2%	1	-3.4%
COc1cc(C2C(C#N)=C(N)N(N(C)C)C3=C2C(=O)CC(C)(C)C3)cc(OC)c1OC (stereo not given)	.	21%	18%	.	1%	.	-4%	.	-1.3%
O=c1cc(CO)oc(C(Nc2ccccn2)c2ccsc2)c1O (stereo not given)	-5%	6%	16%	28%	2%	-6.7%	-8%	1.1	-4.8%
Cc1ccc(C)c(NC(=O)c2cc3c([nH]c4ccccc43)c(C)n2)c1	-3%	-34%	23%	-13%	18%	-7.2%	-15%	1.1	2.5%
O=C(O)c1cccc(S(=O)(=O)Nc2ccc3c(c2)OCO3)c1	11%	1%	3%	44%	-39%	2.4%	-4%	1.2	1.8%
COc1ccc(/C=N/Nc2nc(-c3cccnc3)nc3ccccc23)cc1OC	.	-46%	-21%	.	-9%	.	4%	.	1.8%
COc1ccc(N(C)C(=O)Cc2c(C(=O)O)[nH]c3ccccc23)c(OC)c1	-15%	1%	11%	-8%	-2%	-11%	-8%	1	-5.1%
Cc1ccc(S(=O)(=O)N2CCCC(C(=O)NCc3cccnc3)C2)cc1Cl (stereo not given)	12%	-3%	20%	5%	15%	-5.3%	-6%	1	-4.5%
COc1cc([N+](=O)[O-])ccc1NC(=S)N1CCN(c2ccccn2)CC1	4%	16%	8%	43%	-2%	-4.6%	-4%	0.9	7.9%
COc1cc(/C=C/C(=O)OCC(=O)NCc2ccco2)ccc1OC(F)F	.	-8%	8%	.	-106%	.	-5%	.	-0.4%
Cc1ccccc1-c1ocnc1C(=O)Nc1ccccc1NC(=O)c1ccccn1	.	-38%	6%	.	-14%	.	-2%	.	4.5%
Clc1cccc(Cl)c1CNC1CCCC1	-11%	3%	-16%	-12%	1%	-7.3%	-5%	1.1	4.9%
O=[N+]([O-])c1cccc(C2NCC(c3ccccc3Cl)c3c2[nH]c2ccccc32)c1 (stereo not given)	-7%	-2%	5%	-4%	-23%	-4.8%	-18%	1	6.3%
O=C(Nc1ccc(Cl)c(Cl)c1)O/N=C/c1ccncc1	5%	2%	1%	-2%	-14%	-6.4%	-8%	1.1	17%
Cc1ccc(C(=O)N2CCN(c3ccc(NC(=O)c4cc(C)cc(C)c4)cc3)CC2)cc1	.	-14%	8%	.	-27%	.	-4%	.	0.1%
O=C(/C=C/c1ccc(Br)cc1)NC(=S)N1CCOCC1	0%	-7%[20 µM]	-32%	-6%	13%	-3.4%	-2%	1.1	-3.4%
CC(C)=CCC/C(C)=C/CC/C(C)=N/O	0%	-1%	13%	-1%	2%	-7.5%	-10%	1	-14%
CCc1ccccc1NC(=O)C1C(c2ccccc2)C1(Cl)Cl (stereo not given)	-5%	-25%	-6%	1%	6%	-3.3%	0%	1	1.2%
Cc1nc(SCC(=O)NCCc2ccccc2)n[nH]1	-9%	2%	8%	-10%	3%	-7.9%	0%	1.1	-4.9%
Cc1ccccc1NC(=O)C1Cc2ccccc2C(=O)O1 (stereo not given)	12%	21%	0%	12%	-22%	-0.5%	1%	1	-3.3%
CC1(C)CC(NC(=O)C2CCCCC2)CC(C)(C)N1	.	-5%	-2%	.	-31%	.	-8%	.	-6.2%
CCN(CC)c1ccc(-n2cc3c(=O)n(C)c(=O)n(C)c3c2)cc1	26%	-21%	-6%	21%	-30%	-4.0%	-5%	1.1	8.4%
Cc1onc(-c2ccccc2)c1C(=O)N1CCC(CO)(Cc2ccccc2)CC1	.	-19%	-16%	.	0%	.	-14%	.	-3.4%
CCN(C(=O)COC(=O)c1ccc(Cl)nc1)C1CCS(=O)(=O)C1 (stereo not given)	-14%	35%	-8%	-12%	-32%	-0.5%	-3%	1.1	-1.5%
S=C(NCc1ccccc1)N1CCN(c2ccccc2)CC1	-7%	-15%	7%	-3%	-26%	-3.5%	1%	1.1	4.1%
O=C(CCCc1ccccc1)N=C1SC2CS(=O)(=O)CC2N1c1ccccc1F (stereo not given)	.	-33%	3%	.	-15%	.	-9%	.	4.5%
Cc1cccc(N(C(=O)CCC(=O)Nc2ccccn2)C(C(=O)NC(C)C)c2ccc(O)cc2)c1 (stereo not given)	9%	-25%	5%	9%	-12%	-7.2%	1%	1	5.4%
O=C(Cn1[nH]c(=O)c2ccccc2c1=O)N1CC=C(c2ccccc2)CC1	1%	-42%	9%	0%	6%	-1.8%	-11%	1.1	0.7%
COC(=O)c1c(C)nc2ccccc2c1C(=O)O	10%	7%	16%	11%	12%	-5.7%	-8%	1.1	1.0%
Cc1cc2oc(=O)cc(CN3CCC(C)CC3)c2cc1C	.	-13%	-7%	.	-2%	.	-3%	.	1.0%
C=CCOc1nc2c(c(=O)n(C)c(=O)n2C)n1C	12%	-9%	-4%	5%	-40%	-7.0%	2%	1.1	-1.6%
Cc1nn(CC#N)c(=O)n1N(C)c1ncc(C(F)(F)F)cc1Cl	-9%	-31%	-11%	-15%	3%	-12%	-3%	1	7.6%

Only part of the results is shown. The share of hits here may be higher or lower than overall.
